Source: PubChem
TDP1 block: TDP1 (human) enzyme inhibition; Q9NUW8; recombinant TDP1, AlphaScreen DNA substrate cleavage; Potency, µM (doses to about 130 µM), without a hit: at the top dose activity change, negative = inhibition, most hits filed as inhibitors; hit rate 0.28% among 350,000; active = well fitted inhibition curve with a large enough effect; note: nearly all actives have a fitted effect of over 40% in size
Target sequence (Q9NUW8 whole entry, looked up): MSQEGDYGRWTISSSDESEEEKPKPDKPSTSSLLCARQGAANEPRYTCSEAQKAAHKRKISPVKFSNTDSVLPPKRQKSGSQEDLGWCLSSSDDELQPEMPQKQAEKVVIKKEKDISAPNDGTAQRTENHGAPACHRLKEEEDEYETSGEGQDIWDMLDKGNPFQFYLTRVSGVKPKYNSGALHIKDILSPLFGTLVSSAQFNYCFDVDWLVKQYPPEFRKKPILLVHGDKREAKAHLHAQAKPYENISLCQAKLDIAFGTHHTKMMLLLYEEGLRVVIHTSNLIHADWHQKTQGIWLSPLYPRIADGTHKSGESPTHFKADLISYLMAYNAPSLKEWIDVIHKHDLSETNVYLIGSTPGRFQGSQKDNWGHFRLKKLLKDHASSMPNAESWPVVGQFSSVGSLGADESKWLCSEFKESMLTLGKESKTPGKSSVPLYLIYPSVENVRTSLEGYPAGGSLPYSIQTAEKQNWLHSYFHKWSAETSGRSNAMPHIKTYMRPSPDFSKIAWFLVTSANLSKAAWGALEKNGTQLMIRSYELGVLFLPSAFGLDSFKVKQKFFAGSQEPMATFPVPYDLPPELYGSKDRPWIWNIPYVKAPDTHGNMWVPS
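Signal: AlphaScreen proximity between streptavidin donor and anti-FITC acceptor beads on intact substrate. Reaction: Tdp1 1 nM, substrate 15 nM final, 5 min RT after 15 min compound preincubation.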
Active calls of the source: *; & = joins results of further samples; [ ] = dose if it differs, or a comment. % is set by controls: 0 for no effect and ±100 for the full control effect; potency is the fitted concentration of half-maximal effect.

SMILES | TDP1 block
C[C@@]12C=Cc3occc3[C@H]1CC[C@]13CC(=O)[C@@H](CC[C@H]12)C3 | 7.4%
Cc1ccccc1C1CC(=O)Oc2cc(C)c(Cl)c(C)c21 (stereo not given) | -1.0%
c1nc(NCc2ccc3c(c2)OCO3)c2cc(-c3ccc4c(c3)OCCO4)ccc2n1 | 4.8%
CCCCCCCCN[C@@H](C)[C@H](O)c1ccc(SC(C)C)cc1 | 7.7%[21 µM]
Cc1ccc(NS(=O)(=O)c2ccc3ccccc3c2)cc1C | -1.6%
Cc1ccccc1N(C)C1=N[S+](=O)([O-])c2ccccc21 | 0.6%
O=c1[nH]c(=S)[nH]c2[nH]c(=S)[nH]c12 | 8.91µM*
COc1ccccc1CNC(=O)C1CCCN(C(=O)c2cnn(-c3ccc(F)cc3)c2-n2cccc2)C1 (stereo not given) | 8.5%
NCCC[C@@H](CC(=O)N[C@@H]1CCNC[C@H]1C(=O)N[C@H](CC(=O)N[C@@H](CCC(=O)O)CC(=O)O)Cc1c[nH]c2ccccc12)NC(=O)C[C@H](Cc1ccccc1)NC(=O)[C@@H]1CNCC[C@H]1N | 3.1%
CCC1=C2CC[C@H]3C(=O)NC(=O)[C@H]3[C@H]2[C@@]2(C)C(=NCCc3c[nH]c4ccccc34)OC(=O)N2C1=O | 7.5%

A draw from above in order of length of the SMILES, smallest number first:
SMILES | TDP1 block
Cc1ccccc1N(C)C1=N[S+](=O)([O-])c2ccccc21 | 0.6%
c1nc(NCc2ccc3c(c2)OCO3)c2cc(-c3ccc4c(c3)OCCO4)ccc2n1 | 4.8%
C[C@@]12C=Cc3occc3[C@H]1CC[C@]13CC(=O)[C@@H](CC[C@H]12)C3 | 7.4%
COc1ccccc1CNC(=O)C1CCCN(C(=O)c2cnn(-c3ccc(F)cc3)c2-n2cccc2)C1 (stereo not given) | 8.5%

(more compounds)
SMILES | TDP1 block
Cc1ccncc1C(=O)O | 8.9%
CCCCCCCCc1ccc(-c2ccc(C(=O)O)cc2)cc1 | 14.8%&9.2%
Cc1sc(/N=C/c2ccccc2O)c(C#N)c1C | 6.8%
O=C(O)c1ccc(-c2ccc(-c3ccccc3)cc2)o1 | -9.2%[234 µM]
COCC1=Cc2cc3c(cc2C(C(C(=O)OC)C(=O)OC)N1C(=O)OC)OCO3 (stereo not given) | 4.4%
CC(=O)c1cccc(NC(=O)Nc2cnn(Cc3ccc(F)cc3)c2)c1 | 6.2%
CCCCCCCCCCOc1cc(OCCCCCCCCCC)cc(N(CC(=O)O)CC(=O)O)c1 | 10.8%
Cn1c2cc(C=O)sc2c2cnn(Cc3ccccc3F)c(=O)c21 | -2.3%
O=S(=O)(Nc1cccc2cccnc12)c1ccccc1Br | 0.9%
O=C(c1ccc(OCCCc2cnc[nH]2)cc1)C1CC1 | 10.8%&14.1%

(cont.)
SMILES | TDP1 block
COc1ccc(C2CC(=O)Oc3ccc(O)cc32)cc1 (stereo not given) | -5.1%[234 µM]
Cc1cc(C)c(NC(=O)CN2CCC(NC(=O)NC3CCCCC3)CC2)c(C)c1 | 2.5%
Cc1ccc(NS(=O)(=O)c2cc3c(cc2Cl)CCC(=O)N3)cc1Cl | 0.9%
Cc1ccc(Cl)cc1N1CCN(S(=O)(=O)c2ccc3[nH]c4c(c3c2)CCCCC4)CC1 | 7.4%
CC(=O)Nc1ccc(CNc2ncnc3ccc(-c4c(C)noc4C)cc23)cc1 | 0.9%
O=C1c2ccccc2CN1CCSC(=S)N1CCSCC1 | 2.6%
CCOC(=O)CCCC(=O)Nc1ncnc2c1C(c1ccccc1)c1c(ccc3ccccc13)O2 (stereo not given) | 2.3%
COc1cc(NC(=O)CN(C)S(=O)(=O)c2ccc3c(c2)CCCC(=O)N3)cc(OC)c1OC | -3.2%
COc1cccc(-c2nnc3n2N=C(c2c(OC)cccc2OC)CS3)c1 | 12.1%
O=S(=O)(NCCCCNS(=O)(=O)c1c(F)cccc1F)c1ccc2c(c1)OCCO2 | 1.3%&0.5%

Following part.
SMILES | TDP1 block
Cc1cc(C)cc(NC(=O)Cn2c(SCc3cc(C)ccc3C)nc3ccncc32)c1 | -5.3%
CCOC(=O)c1c(N)n(CC(C)NC(=O)C2CC2)c2nc3ccccc3nc12 (stereo not given) | -3.9%
CCOC(=O)N1CCN(C(=O)c2c(N)no[n+]2[O-])CC1 | 0.0%
Cc1cc(C)nc(/N=C2\NC(=O)CC(C(=O)O)N2c2cccc(Cl)c2)n1 (stereo not given) | 10.7%
COC(=O)C/C=C/[C@@H](C)[C@@H](/C=N/O[C@@H](C)c1cn([C@H](CO)Cc2ccccc2)nn1)NS(=O)(=O)c1ccc(C)cc1 | 8.2%
CCN(CC)CCCC(C)n1c(-c2ccccc2)nc2c(NCc3ccccc3)nc(C)nc21 (stereo not given) | 3.9%
O=C(c1noc2c1CCCC2)N1CCN(C(c2ccccc2)c2ccccc2)CC1 | 0.0%
COc1cc(N2C(=O)CSC23C(=O)N(Cc2ccc(C)cc2)c2ccccc23)cc(OC)c1OC (stereo not given) | -2.8%
CC(C)N(C(=O)Cn1cnc2cc([N+](=O)[O-])ccc2c1=O)C(C)C | 4.2%
Nc1c(C(=O)NC2CCCCC2)c2nc3ccccc3nc2n1/N=C/c1ccco1 | 4.2%

Other results follow:
SMILES | TDP1 block
Cc1ccc(N(C(=O)c2ccn[nH]2)C(C(=O)NC2CCCC2)c2cccs2)cc1 (stereo not given) | -3.1%
CCOC(=O)N1CCN(c2ncc3c(n2)CC(c2ccc(Cl)cc2)CC3=O)CC1 (stereo not given) | -1.9%
O=S(=O)(Nc1ncccn1)c1ccc(NC(=S)Nc2cccc(Cl)c2)cc1 | 2.6%
COc1ccc2c(c1)C(=O)[C@@H](OC(=O)NS(=O)(=O)c1ccc(F)cc1)[C@H](c1ccc(OC)c(Br)c1)O2 | 0.6%
Nc1ccc(S(=O)(=O)Nc2cccc3cccnc23)cc1 | 21.5%
COc1ccc(-c2noc(-c3cc4ccccc4oc3=O)n2)cc1 | 4.0%
Cc1ccc(-n2c(C)nc3c(cnn3-c3ccccc3)c2=O)cc1 | -0.9%
Cc1cc(C)cc(NC(=O)COc2ccc3c(C)c(Cc4ccccc4)c(=O)oc3c2)c1 | 0.0%
CCCCc1nc2c(c3c1C[C@H](C)OC3)CN(S(=O)(=O)CCCC)CC2 | 5.8%[21 µM]
S=c1[nH]nc(-c2ccco2)n1/N=C/c1ccccn1 | 5.1%

More structures:
SMILES | TDP1 block
CC(C)(C)N1CCC1C(N)=O (stereo not given) | -1.4%
Cn1nnnc1Sc1ncnc2scc(-c3ccccc3Br)c12 | 2.6%
C=C1CCN(C(CC(C)C)C(=O)NN2CCOCC2)S(=O)(=O)c2ccccc21 (stereo not given) | 3.2%
CCC(=O)OC1(C)C(=O)C=C2C=C(/C=C/COC)OC=C2C1=O (stereo not given) | 1.2%
Cc1ccc(Nc2nc(-c3sc(NC(=O)c4cccc(Cl)c4)nc3C)cs2)cc1 | 6.4%
COc1ccc(NC(=O)Cc2nn(C)c(=O)c3ccccc23)c2ncccc12 | 3.0%
COc1cc(OC)cc(-c2nnc3n2N=C(c2cc(OC)ccc2OC)CS3)c1 | 15.0%
CNC(=O)COC(=O)c1ccc2c(c1)NC(=O)C1CCCN21 (stereo not given) | -0.3%
C/C(=N\Nc1ccc(S(=O)(=O)Nc2ccccc2)cc1[N+](=O)[O-])c1ccncc1 | 1.2%
Cc1ccc(S(=O)(=O)N2C(=S)SCC2(C)C)cc1 | 5.1%

New compounds follow
SMILES | TDP1 block
O=C(Nc1ccccc1)n1ccc(-c2ccc(-n3ccnc3)cc2)n1 | 5.9%
CCCc1[nH]n(-c2ccc([N+](=O)[O-])cc2)c(=O)c1C=NCCN1CCNCC1 | 2.6%
CC1OC(OC2CCC3(C)C(CCC4C3CC(O)C3(C)C(C5=CC(=O)OC5)CCC43O)C2)CC(O)C1OC1CC(O)C(OC2CC(O)C(OC3OC(CO)C(O)C(O)C3O)C(C)O2)C(C)O1 (stereo not given) | 5.1%
OC1OC[C@@H](O)[C@@H](O)[C@@H]1O (stereo not given in full) | 14.1%
CCOC(=O)N/N=C1/C[C@@H](O)[C@@H](O)[C@@H]2[C@@H]3C(=O)N(Cc4ccc5c(c4)OCO5)C(=O)[C@H]3CC[C@H]12 | 3.7%[21 µM]
CC[C@H](NC(=O)[C@H](CCC(=O)O)NC(=O)[C@H](CCC(=O)O)NC(=O)[C@H](CC(=O)O[S+](=O)([O-])c1cccc2c(NCCN)cccc12)NC(=O)[C@H](CCC(=O)O)NC(=O)[C@H](CC(=O)O)NC(C)=O)C(=O)ON[C@@H](C)C(=O)N[C@@H](CO)C(=O)N[C@@H](CCCCNC(=O)c1ccc(N=Nc2ccc(N(C)C)cc2)cc1)C(N)=O | -2.3%
Oc1c(C=Nc2cccc3cccnc23)sc2ccccc12 | -7.0%
CC(C)COC(=O)N1C(COCc2ccccc2)CCC=CS1(=O)=O (stereo not given) | -6.8%
O=c1c(O)c(-c2ccccc2O)oc2cc(O)cc(O)c12 | 4.9%
Cc1nn2c(N3CCN(C(=O)c4ccco4)CC3)cc(C(C)(C)C)nc2c1-c1ccc(Cl)cc1 | 1.0%

Additional records
SMILES | TDP1 block
COc1ccc2nc(NC(=O)/C=C/c3ccc4c(c3)OCO4)sc2c1 | 1.8%
O=P(O)(O)OC1[C@H](O)[C@H](OP(=O)(O)O)C(OP(=O)(O)O)[C@H](OP(=O)(O)O)[C@H]1O (stereo not given in full) | 2.0%[3.34 µM]
Fc1cc(F)cc(Nc2nc(NC3CCCC3)nc(C3CO3)n2)c1 (stereo not given) | 2.4%
Cc1ccccc1CC1S/C(=N/N=C/c2ccco2)NC1=O (stereo not given) | 3.9%
Cc1ccc2c(c1)-c1onc(C(=O)N(C)c3ccc(F)cc3)c1CO2 | 1.3%
CCCCC/C=C\C[C@@H](O)/C=C/C=C\C/C=C\CCCC(=O)O | 7.3%&0.6%
COc1cc(N)c(Cl)cc1C(=O)OCCN1CCCCC1 | 8.2%
CC[C@H](C)[C@H](NC(=O)CNC(=O)[C@H](CCCNC(=N)N)NC(=O)[C@H](CO)NC(=O)[C@H](C)NC(=O)[C@H](Cc1ccc(O)cc1)NC(=O)[C@H](Cc1c[nH]c2ccccc12)NC(=O)[C@H](C)NC(=O)[C@@H]1CCCN1C(=O)[C@H](CC(N)=O)NC(=O)[C@@H](NC(=O)[C@H](CC(=O)O)NC(=O)[C@@H]1CCCN1C(=O)[C@@H](NC(=O)[C@H](CCCNC(=N)N)NC(=O)[C@@H](NC(=O)[C@H](CCC(=O)O)NC(=O)[C@H](CCSC)NC(=O)[C@H](CO)NC(=O)[C@H](Cc1cnc[nH]1)NC(=O)[C@H](CCCNC(=N)N)NC(=O)[C@H](Cc1cnc[nH]1)NC(=O)[C@@H](NC(=O)[C@H](CCCNC(=N)N)NC(=O)[C@@H](N)CO)[C@@H](C)O)[C@@H](C)CC)[C@@H](C)O)[C@@H](C)CC)C(=O)N[C@@H](CCCNC(=N)N)C(=O)N1CCC[C@H]1C(=O)N[C@H](C(=O)NCC(=O)N[C@@H](CCCNC(=N)N)C(=O)N[C@@H](Cc1ccccc1)C(N)=O)C(C)C | 17.4%
O=C(CCNS(=O)(=O)c1ccc2c(c1)CCCC(=O)N2)Nc1cccc(Cl)c1 | 6.3%
Cc1ccc(/C=C2\SC(N3CCCC3)=NC2=O)cc1 | 2.4%

Other entries:
SMILES | TDP1 block
CCCCCC(=O)c1c(O)cc(OC)c(Cl)c1O | 1.6%
Cc1nc(NC2CCCCC2)c2nc(-c3ccccc3)n(CCCN(C)C)c2n1 | 9.3%
COC(=O)NC(/C(C(=O)OC)=C(\C)NCc1ccccc1)c1ccco1 (stereo not given) | 5.8%[21 µM]
Cc1cccc(C(=O)Nc2cc3nn(-c4ccc(C(C)C)cc4)nc3cc2C)c1 | 7.1%
COc1ccc2c(c1)c(C(O)CN1CCC3(CC1)OCCO3)c(C)n2C (stereo not given) | 1.0%
CCCn1c(C)nc2c(N3CCOCC3)nc(C)nc21 | 6.9%
Cc1ccc(-c2nnc(SCC(=O)N/N=C/c3ccccc3C(=O)O)n2-c2ccccc2)cc1 | 2.6%
C=C(C)C(O)/C=C/c1ccc(OC)cc1 (stereo not given) | -2.6%[21 µM]
C#CCOCCOCCOCCNc1nc(N2CCN(C(=O)[C@H](Cc3cc4ccccc4[nH]3)n3cc([C@@H](N)C(C)CC)nn3)CC2)nc(N2CCN(C(=O)[C@H](CCCCN)n3cc([C@@H](N)CO)nn3)CC2)n1 (stereo not given in full) | 5.1%
Cc1c2c(nc3ccccc13)-c1cccc(=O)n1C2 | 1.5%

Continued:
SMILES | TDP1 block
COC(=O)[C@@]1(Cc2ccc(OC)cc2)[C@H]2c3cc(C(=O)N(C)C)n(Cc4cccc5ccccc45)c3C[C@H]2CN1C(=O)c1ccccc1 | 14.1%
Cc1cc(C)n2nc(SCC(=O)Nc3cccc(C(F)(F)F)c3)nc2n1 | 1.1%
CC(=O)N1CC[C@@H]2CC(=O)CC[C@@H]21 | 1.0%[234 µM]
COC(=O)c1ccc(C(=O)Nc2nnc(-c3cccnc3)o2)cc1 | 3.1%
COc1ccc(C2c3c(nc(CCCc4ccccc4)[nH]c3=O)Oc3ccc4ccccc4c32)cc1OC (stereo not given) | 2.7%
O=C(O)CNC(=O)c1ccc([N+](=O)[O-])cc1 | 17.8%
C=C1CCN(C(CC(C)C)C(=O)Nc2nc3ccc(Cl)cc3s2)S(=O)(=O)c2ccccc21 (stereo not given) | 6.8%
CC(=O)N1CCc2nc3sc(C(=O)Nc4ccc(Cl)cc4F)c(N)c3c(C(F)(F)F)c2C1 | 5.8%
Cn1c(=O)c2[nH]c(-c3ccccc3)nc2n(C)c1=O | 0.0%
CC1CCC2C(=O)OC(CN=[N+]=[N-])CN2C1c1ccc(Br)cc1 (stereo not given) | 3.7%&-1.6%&6.9%&10.1%&-0.5%&-0.5%[21 µM]

An excerpt; the hit share may differ from the screen's.
